Source: PubChem BioAssay
Pemphigus Ab inh = blocks pemphigus antibody binding to human desmoglein-3 | AID 588358 | P32926 | DSG3-coupled beads, scFv-anti-DSG3-GFP binding, flow cytometry; stronger effect = lower value | binding (percent of control), % at 10 µM | 0.48% of 310,000 active;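 active means binding more than 3 SD below its plate's average and above zero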;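 further: hits lower antibody fragment binding to DSG3; some compounds called inactive have numbers as strong as hits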
HTR5A inv ag = counter-screen for OPRM1-OPRD1 inverse agonists: human HTR5A inverse agonism | AID 504634 | 0.083% of 340,000 active | HTR5A cell line, luminescence | inhibition, % at 9.3 µM | P47898; in the data active means inhibition mostly above about 23%, no sharp cut-off; inactive means mostly below about 18%;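 further: 0% = cells with DMSO and 100% = no-cell wells with DMSO; some compounds called inactive have numbers as strong as hits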
Target sequence (P47898 whole entry, looked up): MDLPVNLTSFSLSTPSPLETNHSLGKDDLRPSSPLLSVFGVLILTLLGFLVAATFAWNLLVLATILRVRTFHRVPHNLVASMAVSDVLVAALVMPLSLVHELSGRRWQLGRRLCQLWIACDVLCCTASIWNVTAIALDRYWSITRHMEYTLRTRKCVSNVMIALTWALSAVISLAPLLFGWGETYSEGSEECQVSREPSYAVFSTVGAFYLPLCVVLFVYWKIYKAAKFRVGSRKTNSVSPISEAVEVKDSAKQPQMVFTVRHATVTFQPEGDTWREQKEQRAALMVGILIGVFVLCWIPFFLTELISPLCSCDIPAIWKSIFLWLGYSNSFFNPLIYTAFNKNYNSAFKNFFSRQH
AddAB inh = less growth of phage-infected E. coli with AddAB; AID 435030; 0.29% of 330,000 active; inhibition, % at 11.9 µM; E. coli expressing H. pylori AddAB, absorbance growth; in the data active means inhibition above about 12%;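 further: 0% = vehicle wells of infected cells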
HTR5A ag ctr = HTR5A agonism, opioid heterodimer counter-screen. 0.61% of 340,000 active. activation, % at 9.3 µM. P47898. HTR5A agonist assay, luminescence, cell-based; in the data active means activation mostly above about 9.5%, no sharp cut-off; inactive means mostly below about 7.6%;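 further: 0% = cells with vehicle only and 100% = reference agonist; strong numbers were not always called active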
MOR-DOR ag = OPRM1-OPRD1 heterodimerization agonism; P35372+P41143; cells, luminescence; activation, % at 9.3 µM; 0.3% of 340,000 active; in the data active means activation above about 18%;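 further: 0% = vehicle-treated cells and 100% = reference agonist; values of inactives mirror those of a sister screen read the other way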
phage Ecoli inh = E. coli growth loss with phage present. growth absorbance. inhibition, % at 11.9 µM. 0.26% of 360,000 active; in the data active means inhibition above about 11%
MOR-DOR inv ag = mu-delta opioid heterodimer inverse agonism | P35372+P41143 | cell-based MOR-DOR heterodimer luminescence | 0.21% of 340,000 active | inhibition, % at 9.3 µM; in the data active means inhibition above about 22%, passing the limit was not always enough;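 further: 0% = cells with DMSO and 100% = wells without cells with DMSO; values of inactives mirror those of a sister screen read the other way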
E coli growth = counter-screen for AddAB inhibitors: E. coli growth inhibition; E. coli V3065 growth, OD600 absorbance, 18 h; AID 449728; inhibition, % at 11.9 µM; 0.27% of 330,000 active;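 active means inhibition above the campaign's mean inhibition across all tested compounds plus 3 SD, cut at about 9.9% in these data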;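 further: uninfected addAB+ strain grown without phage in ampicillin broth; 0% = DMSO wells and 100% = ciprofloxacin 0.95 µg/ml wells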
PKA-R1A activ = PKA-R1A complex activation. PKA-R1A dissociation, Cy5-IP20 fluorescence polarization; scaled: DMSO 0%, 113 µM cGMP 100%. activation, % at 11.4 µM. 0.083% of 340,000 active;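 active means percent activation above the mean of all tested compounds plus 3 SD, cut at about 19% in these data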;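 further: higher means more PKAc released from R1A so a rise in polarization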
PfHsp90 set2 = reduces growth (ATP signal) of yeast expressing P. falciparum Hsp90. S. cerevisiae expressing PfHsp90, BacTiter-Glo ATP, 48 h; yeast lacking PDR1 and PDR3 efflux regulators. 0.32% of 310,000 active. inhibition, % at 9.4 µM;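 active means every replicate shows inhibition above about 80%, whatever the replicate mean, limit read from the data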;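 further: 0% = DMSO neutral controls and 100% = 20 µM radicicol positive controls; yeast relying on Plasmodium falciparum Hsp90 in place of its own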
SUMO Mot1 rescue = blocks SUMOylation pathway, rescuing yeast Mot1-301 growth; S. cerevisiae Mot1-301 growth rescue, ATP luminescence, 38.5C; percent above DMSO median, 100 means doubled; growth rescue, % at 18.8 µM; 1% of 320,000 active;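 active means every valid replicate shows activation above 250% relative to neutral control wells; inactive means the rest, any valid replicate at or below 250%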;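 further: OY570 slx delta 5 strain wells were the positive control but not used for scaling; some compounds called inactive have numbers as strong as hits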
* marks the source's active call; other numbers are inactive results; i = inactive; x = not tested or not shown.

SMILES	Pemphigus Ab inh	HTR5A inv ag	AddAB inh	HTR5A ag ctr	MOR-DOR ag	phage Ecoli inh	MOR-DOR inv ag	E coli growth	PKA-R1A activ	PfHsp90 set2	SUMO Mot1 rescue
CCC(=O)Nc1c(-c2ccc(C)cc2)nc2ccc(C)cn12	93	2	-0.8	0	-1.1	2.8	5	1.7	-2	5	19
O=C(O)COc1ccc(C(=O)Cc2ccc3c(c2)OCCCO3)c(O)c1	87	5	3.1	-2	1.7	3.7	-11	-1.2	-1	6	7
Cc1scc(C(=O)NNC(=O)CCC(=O)O)c1C	102	8	0.7	-3	-2.9	x	14	-1.1	-13	-11	-10
Cc1ccc(C)c(NC(=O)CSc2nc3ccc(N4C(=O)c5ccccc5C4=O)cc3s2)c1	114	-5	2.2	3	0.7	-0.7	-4	-2.1	8	-1	24
CCc1ccccc1NC(=S)N(Cc1cccs1)C1CCCC1	104	42	-1.8	-1	-2.9	2.5	14	-3.2	-5	4	12
CCN(CC)CCNC(=S)NC(=O)c1cn(-c2ccccc2)nc1-c1ccc(OC)cc1	111	14	5.9	-1	1.0	4.3	-5	-1.7	-3	2	58
COc1ccc(C(=O)NCCn2cc(SCC(=O)NCC3CCCO3)c3ccccc32)cc1OC (stereo unspecified)	105	-27	6.5	1	-3.4	1.2	17	-0.3	3	-20	-2
CCOc1ccc2c(c1)-c1c(ssc1=S)C(C)(C)N2	103	10	-0.7	-2	0.1	x	0	0.7	-4	-5	-13
O=C(CNc1cccc(S(=O)(=O)N2CCCCCC2)c1)Nc1cccc([N+](=O)[O-])c1	x	-9	3.0	4	-4.6	1.8	18	-1.2	3	-9	x
CCN(Cc1ccccc1)S(=O)(=O)c1ccc2c(c1)NC(=O)CS2	x	2	2.7	3	5.0	0.8	-27	-1.1	-9	-13	-21
CCn1c(Cc2ccccc2)n[nH]c1=S	99	-13	-1.4	3	-3.5	-3.4	18	-2.1	5	6	0
Cc1cccc(N2CCN(C(c3ccccc3)c3nnnn3CC3CCCO3)CC2)c1C (stereo unspecified)	109	-13	2.8	1	7.5	0.8	-34	1.3	-5	-25	23
CCCCN(C(=O)C(C)Oc1ccc(Br)cc1)c1c(N)n(Cc2ccccc2)c(=O)[nH]c1=O (stereo unspecified)	96	-6	-0.1	3	-1.0	2.6	5	3.3	1	-7	-2
CCN1C(=O)[C@H]2[C@@H](c3ccc(-c4cc(C(C)=O)cs4)cc3)N3CCC[C@@]3(C(=O)OC)[C@H]2C1=O	96	9	2.2	1	-1.1	2.8	6	0.5	-12	-6	-19
CCc1ccc(NC(=O)C(=O)NCCN2CCN(C(=O)c3ccco3)CC2)cc1	100	-9	1.9	4	-2.1	2.2	10	-0.2	-6	8	4
CCOc1ccccc1NC(=O)Nc1cnccn1	83	0	3.0	1	-3.4	1.0	17	-2.1	7	-6	-2
Cc1sc2ncnc(NCc3cccs3)c2c1C	101	-13	-0.2	2	-0.9	1.6	5	-0.9	-7	x	x
Cc1ccccc1NC(=S)N(Cc1ccccc1)Cc1cccnc1	115	-4	2.0	2	-0.3	0.9	1	-3.9	-1	x	-17
COc1ccc2cc(C#N)c(SCC(=O)N3CCCC3)nc2c1	106	-15	0.8	0	0.9	0.6	-5	1.4	-6	15	31
C=CC[C@H](CC(=O)NCCO)C(=O)NCCOC(=O)[C@@H](CC=C)CC(=O)OC(C)(C)C	120	-14	2.7	-4	-3.0	3.0	14	-2.3	-1	-4	-16
O=C(c1cccnc1)N1CCN(S(=O)(=O)c2ccc(Cl)cc2)CC1	x	-2	3.1	1	-0.9	2.3	4	1.8	11	7	-7
Cc1ccc(-n2c(SCC(=O)Nc3ccc4cn[nH]c4c3)nnc2-c2ccco2)cc1	105	-3	1.0	1	0.1	2.0	0	0.2	1	-9	-10
COc1ccc(/C=C/C(=O)OCC(=O)c2c(C)[nH]c3ccccc23)cc1OC	102	14	4.2	-4	-2.7	4.4	15	-0.5	-5	-19	0
CCN(CC)Cc1ccc(OC)c(Cl)c1	107	x	-0.6	x	x	0.8	x	-1.4	x	x	113
COc1ccc(C2=NO[C@@H]3[C@@H]4C[C@@H]([C@H]5C(=O)N(c6ccc7c(c6)OCO7)C(=O)[C@@H]45)[C@H]23)cc1OC	105	3	0.4	-1	-1.0	3.1	6	-2.0	-14	3	-6
COc1ccc(OC)c(NC(=O)C(=O)NCc2ccncc2)c1	96	4	1.3	-2	0.0	2.3	0	0.1	-7	-18	10
Cc1nc2sc(C(c3cccc(F)c3)N3CCOCC3)c(O)n2n1 (stereo unspecified)	95	-30	0.3	2	3.2	1.1	-19	-0.1	-7	1	i
NC(=O)c1ccsc1NC(=O)COC(=O)/C=C/c1ccccc1	99	-7	1.7	3	0.8	1.9	-5	-0.3	-5	14	8
CC1Cc2ccccc2N1C(=O)Cc1cccs1 (stereo unspecified)	125	4	3.1	1	-0.4	2.8	2	1.6	-9	x	8
CCOC(=O)c1[nH]c2ccccc2c1NC(=O)C(CC)CC	-14*	2	63*	-1	-2.9	2.4	15	11*	4	31	0
CCCNC(=O)CN1C(=O)NC(CCSC)C1=O (stereo unspecified)	101	-7	-1.7	2	-2.3	2.0	12	-0.8	-5	-3	0
C=CCN1C=C2C(=O)C(C)(OC(=O)CCC(=O)OC)C(=O)C=C2C=C1C1CC1 (stereo unspecified)	105	4	3.6	-3	3.2	1.4	-18	0.7	2	x	588
COc1ccccc1NS(=O)(=O)c1cc(NC(=O)C(C)NC(N)=O)ccc1N1CCCC1 (stereo unspecified)	101	-2	2.1	2	0.4	-1.4	-2	2.6	-4	6	-16
CC(C)C(=O)Nc1cccc(C(=O)Nc2cc([N+](=O)[O-])ccc2Cl)c1	98	-13	5.5	5	-2.1	3.2	10	0.7	-15	-10	19
CCC(=O)Nc1ccc(/C(C)=N/NC(=O)c2c(-c3ccccc3Cl)noc2C)cc1	100	1	0.9	-1	0.2	4.8	-1	1.4	0	19	1
Cc1ccc(CNC(=O)C2CCC(=O)N(CCc3ccc(Cl)cc3)C2)cc1 (stereo unspecified)	110	12	2.8	-5	0.5	2.7	-2	0.4	-15	-3	1

Entries of single compounds as entered above.
CC1Cc2ccccc2N1C(=O)Cc1cccs1 (stereo unspecified) is listed with Pemphigus Ab inh: 125; HTR5A inv ag: 4; AddAB inh: 3.1; HTR5A ag ctr: 1; MOR-DOR ag: -0.4; phage Ecoli inh: 2.8; MOR-DOR inv ag: 2; E coli growth: 1.6; PKA-R1A activ: -9; PfHsp90 set2: x; SUMO Mot1 rescue: 8
NC(=O)c1ccsc1NC(=O)COC(=O)/C=C/c1ccccc1 is listed with Pemphigus Ab inh: 99; HTR5A inv ag: -7; AddAB inh: 1.7; HTR5A ag ctr: 3; MOR-DOR ag: 0.8; phage Ecoli inh: 1.9; MOR-DOR inv ag: -5; E coli growth: -0.3; PKA-R1A activ: -5; PfHsp90 set2: 14; SUMO Mot1 rescue: 8
CCC(=O)Nc1ccc(/C(C)=N/NC(=O)c2c(-c3ccccc3Cl)noc2C)cc1 is listed with Pemphigus Ab inh: 100; HTR5A inv ag: 1; AddAB inh: 0.9; HTR5A ag ctr: -1; MOR-DOR ag: 0.2; phage Ecoli inh: 4.8; MOR-DOR inv ag: -1; E coli growth: 1.4; PKA-R1A activ: 0; PfHsp90 set2: 19; SUMO Mot1 rescue: 1

New compounds follow
SMILES	Pemphigus Ab inh	HTR5A inv ag	AddAB inh	HTR5A ag ctr	MOR-DOR ag	phage Ecoli inh	MOR-DOR inv ag	E coli growth	PKA-R1A activ	PfHsp90 set2	SUMO Mot1 rescue
CCc1cccc(OCC(=O)Nc2ccc(C(=O)O)cc2NC(=O)COc2cccc(CC)c2)c1	100	26	-1.1	-3	-1.1	-2.0	6	-1.9	-10	-18	-7
Cc1ccc(NC(=O)COC(=O)c2nn(-c3ccc(Cl)cc3)cc2O)cc1	117	-6	-0.2	1	4.8	0.5	-25	-1.1	5	-21	20
COc1ccc(NC(=O)Cn2cc(S(=O)(=O)Cc3ccccc3)c3ccccc32)c(OC)c1	89	-10	1.5	3	0.1	3.2	-1	-1.6	-2	-11	5
C[C@H](CO)N1C[C@H](C)[C@@H](CN(C)C(=O)Nc2ccc(C(F)(F)F)cc2)Oc2c(NC(=O)C3CCCCC3)cccc2C1=O	111	-2	0.3	0	-1.0	1.8	5	-2.5	-11	-29	-3
O=c1[nH]c(Nc2ccccc2)cc2ccccc12	99	13	3.6	-2	-0.2	3.1	1	-1.0	4	0	-6
COc1ccc(N(CC(=O)Nc2cccc(C(C)=O)c2)S(C)(=O)=O)cc1OC	97	5	-2.0	-2	-3.1	1.8	15	1.4	-8	-28	-10
CCOc1ccc2c(c1)C(=O)C(=O)N2CC1COc2ccccc2O1 (stereo unspecified)	112	-25	-1.5	7	-6.9	-0.4	31	-3.0	0	4	239
c1cncc(-c2cccnc2)c1	95	-12	-0.1	-1	-0.9	0.8	5	-0.6	-7	x	-7
Cc1ccccc1OCC(=O)NNC(=O)C1CC(=O)N(c2ccc3c(c2)OCCO3)C1 (stereo unspecified)	100	1	0.8	-1	-0.4	-3.1	2	-0.5	-18	x	x
CC(C)(C)c1ccc(NC(=O)Nc2ccc(OCC(=O)N3CCOCC3)cc2)cc1	99	6	0.3	-2	0.2	5.6	-1	0.9	-18	-5	0
O=C1CCC(C2CCc3cc(O)ccc3C2)C1 (stereo unspecified)	122	10	x	-2	-2.3	3.8	12	x	0	-7	x
COc1ccccc1-c1cc(C(=O)NC2CCCC2)no1	102	-12	1.5	5	-2.8	1.4	15	-0.7	3	-7	13

Reprinted at random: two compounds from above
SMILES	Pemphigus Ab inh	HTR5A inv ag	AddAB inh	HTR5A ag ctr	MOR-DOR ag	phage Ecoli inh	MOR-DOR inv ag	E coli growth	PKA-R1A activ	PfHsp90 set2	SUMO Mot1 rescue
Cc1nc2sc(C(c3cccc(F)c3)N3CCOCC3)c(O)n2n1 (stereo unspecified)	95	-30	0.3	2	3.2	1.1	-19	-0.1	-7	1	i
COc1ccc(C(=O)NCCn2cc(SCC(=O)NCC3CCCO3)c3ccccc32)cc1OC (stereo unspecified)	105	-27	6.5	1	-3.4	1.2	17	-0.3	3	-20	-2

Other records.
SMILES	Pemphigus Ab inh	HTR5A inv ag	AddAB inh	HTR5A ag ctr	MOR-DOR ag	phage Ecoli inh	MOR-DOR inv ag	E coli growth	PKA-R1A activ	PfHsp90 set2	SUMO Mot1 rescue
C#CCNC(=O)C1=C[C@@H](c2cn(C(C)=O)c3ccccc23)C[C@@H](OCCCCO)O1	118	12	-4.8	-5	-2.3	2.9	13	-0.6	-5	11	-5
COc1ccc(CN2CCC(C(=O)NCCc3ccc(OC)c(OC)c3)CC2)c(OC)c1	x	2	2.0	-1	0.2	1.4	-1	-1.4	-3	16	146
CCCc1nnc(SCC(=O)NC2CC2)n1C	x	3	1.6	-1	0.6	3.4	-4	1.8	-9	18	23
COc1cc(NS(=O)(=O)c2ccc(NC(=O)COc3ccc(C)cc3C)cc2)nc(OC)n1	105	-31	-0.2	5	-2.4	2.4	12	-1.6	-7	x	x
CCO[C@H]1OC(C(=O)N2CCN(C)CC2)=C[C@@H](c2ccc(C(F)(F)F)cc2)[C@@H]1CCCO	99	4	2.9	0	1.4	-3.4	-8	2.4	-1	-14	-9
